Screening results from PubChem BioAssay.
Runt-SMMHC FRET = inhibitors of human RUNX1 Runt domain binding to CBFb-SMMHC; Q01196+Q13951; Cerulean-Runt/Venus-CBFb-SMMHC FRET ratio 530/480, 1 h; inhibition, % at 20 µM; 0.74% of 220,000 active;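 active = mean inhibition across duplicate retests at 20 µM reaching about 50%, limit read from the data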;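 also: 0% = DMSO wells and 100% = wells with excess untagged CBFb-SMMHC; inhibitors lower the FRET ratio by blocking Runt binding to CBFb-SMMHC; some results filed as inactive read as strong as hits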
Hck Nef HTS = human Hck-Nef kinase inhibition; P08631; Recombinant Hck-YEEI plus Nef, Z-Lyte FRET kinase assay; inhibition, % at 20 µM; 0.68% of 220,000 active; AID 463187;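 active = Hck-Nef kinase inhibition above about 50%, limit read from the data; inactive = inhibition below that limit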;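 also: 0% = DMSO with Hck plus Nef and 100% = Hck alone without Nef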
NCF1 inh = inhibitors of human p47phox binding | inhibition, % at 24.7 µM | p47phox/p22phox peptide binding, fluorescence polarization, 2 h | 0.53% of 220,000 active | AID 1274 | P14598;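 active = inhibition above about 30%, limit read from the data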;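 also: 0% = p47phox with labelled peptide and 100% = labelled peptide alone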
L929 necroptosis = blocks zVAD induced death of L929 cells. L929 zVAD necroptosis rescue, ATP luminescence, 24 h; with zVAD 60 µM. viability rescue, % at 10 µM. 0.38% of 220,000 active. AID 1377;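 active = activation, scaled between plate controls, above about 75%, limit read from the data; inactive = activation under that limit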;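 also: 0% = zVAD with DMSO and 100% = DMSO alone without zVAD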
EBV gp42 block = EBV gp42 inhibition | Q1HVG2 | Fluorescence polarization binding assay, mP read-out | inhibition, % (tested at 21.74 µM) | 0.42% of 220,000 active | AID 1085; in the data active = inhibition above about 50%
Target sequence (Q1HVG2 whole entry, looked up): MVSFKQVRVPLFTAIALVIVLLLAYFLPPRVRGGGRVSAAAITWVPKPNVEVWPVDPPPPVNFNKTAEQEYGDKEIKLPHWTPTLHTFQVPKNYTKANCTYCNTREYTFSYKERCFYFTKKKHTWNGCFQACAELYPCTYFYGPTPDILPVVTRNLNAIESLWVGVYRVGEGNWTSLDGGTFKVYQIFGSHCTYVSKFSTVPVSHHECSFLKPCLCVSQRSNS
14-3-3 Bad PPI = disrupts binding of bovine 14-3-3 zeta to phospho-Bad peptide; 0.71% of 220,000 active; TR-FRET 14-3-3zeta/Dy647-pBad peptide displacement, 1 h; inhibition, % at 21.7 µM; P63103;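 active = inhibition above about 70%, limit read from the data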;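 also: 0% = full 14-3-3 plus peptide FRET controls and 100% = background without 14-3-3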
Target sequence (P63103 whole entry, looked up): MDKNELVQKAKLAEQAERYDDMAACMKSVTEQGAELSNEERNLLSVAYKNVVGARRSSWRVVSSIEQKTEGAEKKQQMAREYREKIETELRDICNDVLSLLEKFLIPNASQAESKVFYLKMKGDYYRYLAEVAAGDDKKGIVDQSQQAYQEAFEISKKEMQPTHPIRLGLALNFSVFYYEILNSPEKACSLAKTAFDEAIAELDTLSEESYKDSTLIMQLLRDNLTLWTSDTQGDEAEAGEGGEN
Runt-CBFb FRET = inhibitors of human RUNX1 Runt domain binding to CBFb; Q01196+Q13951; Cerulean-Runt/Venus-CBFb FRET ratio 530/480, 1 h; inhibition, % at 20 µM; 0.46% of 220,000 active; AID 1496;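 active = inhibition over about 50% at 20 µM in the single-dose screen, limit read from the data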;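 also: 0% = DMSO wells and 100% = excess unlabeled CBFb competitor control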
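Assay system: Cerulean-Runt domain / Medium: Tris 50 mM pH 7.5, KCl, K2SO4, 0.01% BSA / Timing: protein complex preformed 1 h, compound exposure 1 h, room temperature, dark / Measured by: FRET, excitation 422 nm, emission at 530 and 480 nm / Evaluation: loss of energy transfer signal / Control set: 5 µM unlabeled CBFb as full-inhibition high control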
Tb hexokinase = T. brucei hexokinase 1 inhibition; 0.11% of 220,000 active; inhibition, % at 10 µM; recombinant TbHK1, G6PDH-coupled NADH A340; AID 1430;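 active = inhibition of 50% or more in the single-dose primary screen; inactive = inhibition below 50%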
Mdm2 ligase inh = blocks human Mdm2 ubiquitin ligase activity | Q00987 | cell-based MDM2 ubiquitination luciferase reporter, 2 h; 0 = plate control, 100 = twice control, blank-subtracted | signal enhancement, % at 5 µM | 0.11% of 210,000 active | AID 1230;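 active = signal enhancement of 30% or more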;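 also: luminescence tracks abundance of the self-degrading MDM2-luciferase fusion protein; higher signal means inhibition of MDM2 E3 ligase activity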
Target sequence (Q00987 whole entry, looked up, the tested form may be a part): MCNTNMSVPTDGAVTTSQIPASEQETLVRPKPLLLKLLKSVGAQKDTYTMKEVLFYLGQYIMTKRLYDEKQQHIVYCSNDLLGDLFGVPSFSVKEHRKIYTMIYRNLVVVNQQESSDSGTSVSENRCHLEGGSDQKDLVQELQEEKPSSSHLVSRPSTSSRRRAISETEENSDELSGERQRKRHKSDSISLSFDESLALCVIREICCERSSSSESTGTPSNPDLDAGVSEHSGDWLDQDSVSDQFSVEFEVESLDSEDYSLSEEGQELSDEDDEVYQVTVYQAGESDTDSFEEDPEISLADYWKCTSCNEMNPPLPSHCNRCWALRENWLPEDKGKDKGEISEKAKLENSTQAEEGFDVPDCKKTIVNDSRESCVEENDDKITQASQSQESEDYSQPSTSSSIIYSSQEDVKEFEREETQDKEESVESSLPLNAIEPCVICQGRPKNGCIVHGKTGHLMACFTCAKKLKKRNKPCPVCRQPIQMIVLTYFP
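Test system: stable mammalian line carrying autodegrading MDM2–luciferase fusion reporter; quantity: 2000 cells in each well; times: 4 h cell settling then 2 h compound exposure, 37 °C; detection: luminescence with SteadyLite reagent, 15 min at room temperature; evaluation: percent signal gain over controls, blank-subtracted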
* hit, by the source's call; . = not tested or not shown; [ ] = dose if it differs, or a comment.

[1] COc1cccc(C(=O)NN2C(=O)C3C4C=CC(O4)C3C2=O)c1 (centres undefined)
[2] COCCNC(=O)CN1C(=O)CC(C)(C)S(=O)(=O)c2ccccc21
[3] O=C(NCc1ccc2[nH]c3c(c2c1)CCCC3)c1ccc(S(=O)(=O)N2CCCCC2)cc1
[4] COc1cccc(N2CN(C3CCCCC3)CNC2=S)c1
[5] O=C(O)c1ccc2c(c1)C(=O)N(c1nccs1)C2=O
[6] COc1cccc(C(=O)COC(=O)C(C)N2C(=O)C3C4C=CC(C4)C3C2=O)c1 (centres undefined)
[7] CCN1CCSc2ccc(C(=O)Nc3ccc(NC(C)=O)cc3)cc21
[8] COc1ccc(-c2cn3c(C)c(C(=O)Nc4cc(NC(C)=O)ccc4OC)sc3n2)cc1
[9] Cn1c(Cn2c(=O)sc3ccccc32)nnc1SCC(=O)N1CCCc2ccccc21
[10] CCn1c(SCC(=O)OC2CCCCC2)nnc1-c1ccncc1
Assay by compound,1,2,3,4,5,6,7,8,9,10
Runt-SMMHC FRET,2,0,-11,0,-3,0,-1,-8,-1,2
Hck Nef HTS,3,1,-2,6,-23,1,22,22,-1,0
NCF1 inh,-4,-11,-206,-7,-2,0,-2,-1,1,-6
L929 necroptosis,0.6,1.6,.,-0.5,-0.2,0.1,26,-0.2,2.3,0.2
EBV gp42 block,-2,-4,-12,-9,-14,-10,-6,-53,0,-4
14-3-3 Bad PPI,9[fluorescence artefact?],1,-3,-3,-1,-3,-18,-6,-1,-6[fluorescence artefact?]
Runt-CBFb FRET,3,0,-9,0,1,-2,-1,0,-2,0
Tb hexokinase,-3,-2,-2,-3,-2,1,-7,-33,-6,3
Mdm2 ligase inh,-5,-4,.,-6,-14,-20,-18,-6,-7,13

Looked up one by one from the list above (3):
[10] CCn1c(SCC(=O)OC2CCCCC2)nnc1-c1ccncc1
[5] O=C(O)c1ccc2c(c1)C(=O)N(c1nccs1)C2=O
[9] Cn1c(Cn2c(=O)sc3ccccc32)nnc1SCC(=O)N1CCCc2ccccc21
Assay by compound,10,5,9
Runt-SMMHC FRET,2,-3,-1
Hck Nef HTS,0,-23,-1
NCF1 inh,-6,-2,1
L929 necroptosis,0.2,-0.2,2.3
EBV gp42 block,-4,-14,0
14-3-3 Bad PPI,-6[fluorescence artefact?],-1,-1
Runt-CBFb FRET,0,1,-2
Tb hexokinase,3,-2,-6
Mdm2 ligase inh,13,-14,-7

More structures.
[11] O=S(=O)(c1ccccc1)c1cnc(-c2ccccc2)nc1N1CCCC1
[12] Cc1c(C#N)c(NC(=O)CCl)n(Cc2ccccc2)c1C
[13] Cc1cc(C(=O)NC(C)CCC(C)C)c2ccccc2n1 (centres undefined)
[14] COc1cc(O)c(C(CC(=O)N2CCCC(C)C2)c2ccc(N(C)C)cc2)c(OC)c1 (centres undefined)
[15] C=CCOC(=O)C1=C(C)NC(SCC)=C(C#N)C1c1ccc(Cl)cc1 (centres undefined)
[16] CC(Cc1cccs1)NC(=S)Nc1ccccc1 (centres undefined)
[17] COc1ccc(/C(C)=N/NC(=S)Nc2cc(C)ccc2C)cc1
[18] O=C1NC(c2ccncc2)Nc2ccccc21 (centres undefined)
[19] COCCN(CC(=O)NCc1ccc(F)cc1)C(=O)CCC(=O)Nc1ccccn1
[20] CCCN(CCC)C(=O)C[n+]1cccc(/C=N/O)c1
Assay by compound,11,12,13,14,15,16,17,18,19,20
Runt-SMMHC FRET,-2,0,-2,3,-2,8,8,-1,3,-1
Hck Nef HTS,0,22,-7,19,3,2,-28,2,2,2
NCF1 inh,-5,-18,-9,-10,-3,-7,-1,0,-3,-16
L929 necroptosis,1.9,2.0,-0.1,0.1,0.3,-0.4,-1.4,0.2,0.0,1.1
EBV gp42 block,0,-18,-15,-9,8,2,13,-2,5,-13
14-3-3 Bad PPI,1,-8,7,1,-10[fluorescence artefact?],15,-18,3,18[fluorescence artefact?],4[fluorescence artefact?]
Runt-CBFb FRET,-2,-3,-6,6,0,0,14,0,1,0
Tb hexokinase,0,1,5,-11,3,38,3,-3,8,-7
Mdm2 ligase inh,3,15,-9,13,-14,-21,-15,-6,-21,.

[21] O=C(NC1CC2CCCC(C1)N2Cc1cccs1)c1ccc([N+](=O)[O-])cc1 (centres undefined)
[22] Cc1ccc(C)c(NC(=O)c2cccc(Oc3ccc([N+](=O)[O-])cc3Cl)c2)c1
[23] Nc1nc2ccc(Cl)cc2c2nc(-c3ccco3)nn12
[24] COc1ccc(C(=O)OCC(=O)Nc2nc3c(F)c(F)c(F)cc3s2)cc1OC
[25] CC(=O)c1sc(NC(=O)CCCOc2ccc(Cl)cc2)nc1C
[26] Cc1ccc(NC(=S)NC(=O)/C=C/c2ccc(Cl)cc2)cc1
[27] CCN(Cc1ccccc1)C1CCN(Cc2ccc(SC)cc2)CC1
[28] O=C(c1ccc(CNc2c(N3CCCC3)c(=O)c2=O)cc1)N1CCc2ccccc2C1
[29] CC(C)COP(=O)(OCC(C)C)C(Nc1ccccc1)c1ccc(F)cc1 (centres undefined)
[30] COc1ccc(Oc2ccccc2/C=C/C(=O)O)cc1
Assay by compound,21,22,23,24,25,26,27,28,29,30
Runt-SMMHC FRET,2,0,1,-1,-4,0,0,2,-3,1
Hck Nef HTS,-11,1,.,39,20,2,8,20,4,2
NCF1 inh,3,-2,-5,-20,-5,-10,-2,-14,-9,-17
L929 necroptosis,1.2,1.2,.,1.1,1.9,0.0,0.0,2.7,1.1,0.1
EBV gp42 block,-6,2,-7,-4,-10,-3,-6,-1,-8,-7
14-3-3 Bad PPI,-6,0[fluorescence artefact?],36,4,2,-10,39,5[fluorescence artefact?],5,2
Runt-CBFb FRET,-1,2,1,3,-2,2,0,2,-10,0
Tb hexokinase,0,-2,.,3,-5,-32,4,-1,40,-3
Mdm2 ligase inh,-4,-7,.,-10,-10,.,-12,-14,0,-3

Entries above that contain a thiophene ring, fused or not (two):
[16] CC(Cc1cccs1)NC(=S)Nc1ccccc1 (centres undefined)
[21] O=C(NC1CC2CCCC(C1)N2Cc1cccs1)c1ccc([N+](=O)[O-])cc1 (centres undefined)
Assay by compound,16,21
Runt-SMMHC FRET,8,2
Hck Nef HTS,2,-11
NCF1 inh,-7,3
L929 necroptosis,-0.4,1.2
EBV gp42 block,2,-6
14-3-3 Bad PPI,15,-6
Runt-CBFb FRET,0,-1
Tb hexokinase,38,0
Mdm2 ligase inh,-21,-4

(further entries)
[31] CCCCn1c(N)c(N2CCOCC2)c(=O)n(CC(=O)NCCc2ccccc2)c1=O
[32] Cn1ncc2c(N3CCC(Cc4ccccc4)CC3)ncnc21
[33] O=C(NC1(C(F)(F)F)N=C(c2ccccc2)NC1=O)c1ccccc1 (centres undefined)
[34] CCOC(=O)CC(=O)CSc1nc(N)c(C#N)c(-c2ccc(F)cc2)c1C#N
[35] COc1ccccc1OCCNC(=O)C(c1ccccc1)c1ccccc1
[36] COc1cc(O)oc1C=Nc1ccc(C(=O)O)cc1
[37] COc1ccc(NC(=O)Nc2ccc(OCC(=O)N3CCOCC3)cc2)cc1OC
[38] Cc1ccc2[nH]c(=O)c(CN(CC3COCCO3)C(=O)Nc3ccccc3C)cc2c1 (centres undefined)
[39] NC(=O)CC(NC(=O)Cc1cccc2ccccc12)c1ccc(NCc2ccccn2)c([N+](=O)[O-])c1 (centres undefined)
[40] Cc1nc(CC(=O)NNS(=O)(=O)c2ccc(F)c(Cl)c2)cs1
Assay by compound,31,32,33,34,35,36,37,38,39,40
Runt-SMMHC FRET,3,-4,1,6,1,2,-1,1,1,0
Hck Nef HTS,6,21,3,-1,21,25,0,24,28,-25
NCF1 inh,-4,-2,2,-16,-11,-3,-6,-5,-7,-6
L929 necroptosis,2.1,-0.5,0.3,-0.1,0.1,1.6,0.6,3.6,-0.6,0.6
EBV gp42 block,-18,-9,9,-1,-13,-2,-9,-19,-18,-1
14-3-3 Bad PPI,-11,-5,4,-20[fluorescence artefact?],2,-5,-6,-5,-3,4
Runt-CBFb FRET,1,-2,-1,14,-2,1,0,0,1,-2
Tb hexokinase,5,-5,-2,-16,-3,-15,2,-9,-7,-6
Mdm2 ligase inh,0,-4,4,-11,-5,-13,-26,-3,14,-9

[41] COC(=O)c1cc(C(=O)Nc2nnc(C3CC3)s2)cc([N+](=O)[O-])c1
[42] Cc1ccc(NC(=O)c2sc(N)nc2-c2ccc([N+](=O)[O-])cc2)c(C)c1
[43] CC1Oc2ccccc2N(Cc2ccccc2F)C1=O (centres undefined)
[44] O=C(c1ccc2c(=O)n(C3CCCC3)c(=S)[nH]c2c1)N1CCN(C2CCCCC2)CC1
[45] Cc1ccccc1-c1nc(CS(=O)(=O)CC(=O)N2CCc3ccccc3C2)c(C)o1
[46] CCS(=O)(=O)CCSc1nc2c(cc1C#N)CCCC2
[47] O=[N+]([O-])c1cccc(-c2nc(-c3ccncc3)no2)c1
[48] Cc1ccc(NC(=O)Cn2nc([N+](=O)[O-])c(Br)c2C)cc1C
[49] CN(C)CCNC(=O)COc1cccc(Cl)c1
[50] Nc1c(-c2ccccc2)c(CN2CCOCC2)nn1-c1ccc(F)cc1
[51] Cc1c(C(=O)O)sc2nc3n(c(=O)c12)CCC3
Assay by compound,41,42,43,44,45,46,47,48,49,50,51
Runt-SMMHC FRET,1,2,0,-1,1,-1,-1,-2,-2,3,-6
Hck Nef HTS,-17,-2,12,0,1,0,0,-3,-5,1,21
NCF1 inh,-7,-6,-17,-3,-17,-3,-9,-2,1,-3,5
L929 necroptosis,0.1,0.3,-0.9,0.2,0.7,-0.1,0.0,0.0,2.9,-0.3,-0.4
EBV gp42 block,-4,-6,-7,2,1,-15,-1,2,-12,-8,5
14-3-3 Bad PPI,-8,-5,2[fluorescence artefact?],-2,2,6,15,12,-5[fluorescence artefact?],1,16
Runt-CBFb FRET,-2,-4,-2,-2,-1,-1,0,.,-1,1,2
Tb hexokinase,-11,7,1,-8,-4,2,2,-1,1,-1,7
Mdm2 ligase inh,-3,-2,1,3,-11,-35,1,-5,3,-14,-10
